# RXFP1 antagonist: antagonists of human relaxin receptor RXFP1; HEK293-RXFP1, relaxin-stimulated cAMP HTRF, 30 min; stronger effect = lower value; AID 1259400; Q9HBX9; 350,000 tested, 0.59% active; activity change, negative = inhibition, % at 57.5 µM;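 active = activity change of -60% or lower, but not beyond a set lower limit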; note: % is set by controls: 0 for no effect and ±100 for the full control effect
# Target sequence (Q9HBX9 whole entry, looked up): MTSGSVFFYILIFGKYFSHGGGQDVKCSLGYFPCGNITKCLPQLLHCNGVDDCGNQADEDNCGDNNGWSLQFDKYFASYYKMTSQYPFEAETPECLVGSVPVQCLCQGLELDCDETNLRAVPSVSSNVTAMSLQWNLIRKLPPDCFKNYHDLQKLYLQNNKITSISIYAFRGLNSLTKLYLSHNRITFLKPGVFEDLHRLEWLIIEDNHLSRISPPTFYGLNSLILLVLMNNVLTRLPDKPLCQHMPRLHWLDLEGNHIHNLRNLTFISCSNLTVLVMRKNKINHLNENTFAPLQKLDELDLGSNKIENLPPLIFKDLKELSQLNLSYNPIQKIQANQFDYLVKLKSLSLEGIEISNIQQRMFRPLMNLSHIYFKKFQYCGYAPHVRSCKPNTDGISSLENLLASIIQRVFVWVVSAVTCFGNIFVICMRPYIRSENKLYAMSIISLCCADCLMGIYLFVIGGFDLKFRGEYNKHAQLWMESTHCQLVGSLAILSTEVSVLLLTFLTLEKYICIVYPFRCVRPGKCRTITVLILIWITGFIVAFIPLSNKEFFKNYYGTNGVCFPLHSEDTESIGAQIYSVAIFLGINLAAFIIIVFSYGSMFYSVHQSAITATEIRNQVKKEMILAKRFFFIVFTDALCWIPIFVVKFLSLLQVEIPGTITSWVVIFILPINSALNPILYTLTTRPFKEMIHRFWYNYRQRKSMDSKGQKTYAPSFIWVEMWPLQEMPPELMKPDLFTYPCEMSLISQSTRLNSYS
# D2 PAM: positive allosteric modulators of human D2 dopamine receptor. potentiation, % at 10 µM. P14416. 340,000 tested, 0.34% active. HEK293 T-REx D2, calcium flux, EC20 dopamine potentiation. AID 485347;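 active = potentiation over 3 SD above the plate norm, cut at about 30% in these data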; note: 0% is about no effect
#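 Tetracycline-induced Hek293 Trex D2 cells, force-coupled to calcium, loaded with no-wash calcium dye. Compound added with 180 s kinetic read for agonism, then EC20 dopamine and a further 180 s read for potentiation.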
# D1 antag: human D1 dopamine receptor antagonism. 360,000 tested, 3.2% active. HEK293 TREx D1 cells, calcium flux, dopamine EC80; stronger effect = lower value. P21728. activity change, negative = inhibition, % at 10 µM; in the data active = activity change below about -30%; note: % is set by controls: 0 for no effect and ±100 for the full control effect
#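 HEK293 T-REx cells expressing inducible, force-coupled D1 receptor; no-wash Ca dye, 30–90 min RT. Cmpd → 180 s read at 1 Hz → EC80 DA → 180 s read.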
# D1 ag: agonists of human D1 dopamine receptor. HEK293 T-REx D1 cells, calcium flux, agonist mode. activation, % at 2 µM. 360,000 tested, 1% active. AID 504660; note: 0% is about no effect
#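 Tetracycline-induced HEK293 TREx D1 cells, force-coupled to calcium signalling, were dye-loaded with a no-wash calcium kit. Compound was pin-added after a 10 s baseline. Fluorescence was read kinetically at 1 cycle/s for 180 s, with calcium rises flagged as agonism.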
# TRHR agonist: TRH receptor (human) agonism. P34981. AID 493084. TRHR cells, calcium flux fluo-8, FDSS agonist mode. 360,000 tested, 0.18% active. activation, % at 2 µM; note: 0% is about no effect
#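 TRHR-expressing cells, plated overnight in medium with 10% serum, were loaded with fluo-8 calcium dye at room temperature. After a 10 s baseline, library compound was pin-added and calcium release was recorded kinetically (ex 480/em 530) as agonist response.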
# D2 antagonist: D2 dopamine receptor (human) antagonism; P14416; HEK293 TREx D2 cells, calcium flux, dopamine EC80; inhibition, % at 10 µM; 340,000 tested, 2% active; AID 485344; in the data active = inhibition above about 30%; note: 0% is about no effect
#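 Measurement of antagonist activity uses fluorescent calcium dye in inducible HEK293 T-REx D2 cells: 10 s baseline, compound addition with 180 s read, EC80 dopamine addition with a further 180 s read.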
# TRHR enhancer: allosteric enhancers of human TRH receptor. P34981. TRHR cells, fluo-8 calcium fluorescence, EC20 TRH enhancement. enhancement, % at 2 µM. 360,000 tested, 0.66% active. AID 493056; in the data active = enhancement above about 30%; note: 0% is about no effect
#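 TRHR-expressing cells loaded with fluo-8 calcium dye were read kinetically (ex 480/em 530) during compound addition, then stimulated with an EC20 of TRH (10 nM final). Enhancement of the Gq-mediated intracellular calcium response was scored.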
# D1 potentiator: potentiators of human D1 dopamine receptor | HEK293 TREx D1 cells, calcium flux, dopamine EC20 potentiation | P21728 | AID 504651 | 360,000 tested, 0.036% active | potentiation, % at 10 µM; in the data active = potentiation above about 30%; note: 0% is about no effect
# D2 agonist: agonists of human D2 dopamine receptor. P14416. HEK293 T-REx D2 cells, calcium flux agonist mode. activation, % at 2 µM. 340,000 tested, 0.53% active;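 active = activation over 3 SD above normal in the single-dose calcium agonist read, cut at about 30% in these data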; note: 0% is about no effect
#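 In this primary screen, compounds producing a positive calcium signal within 180 s of addition to tetracycline-induced, force-coupled HEK293 Trex D2 cells are flagged; cells are dye-loaded with a no-wash calcium kit beforehand.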
# Starred values were filed as active, the others as inactive; x = not tested or not shown; & = joins results of further samples. Cut-off read from the data, not from the text of the source, unless noted: active = activation above about 30%; inactive = the rest.
# Sequence of screens: RXFP1 antagonist | D2 PAM | D1 antag | D1 ag | TRHR agonist | D2 antagonist | TRHR enhancer | D1 potentiator | D2 agonist
- O=C(NCC1CCCO1)c1ccc(NC(=O)c2ccc([N+](=O)[O-])cc2)cc1 (stereo not drawn)
    -2 | 12 | -18 | 1 | 3.2 | x | -10 | -9 | x
- CC(C)(C)n1nc2c(c1NC(=O)Cc1ccccc1)CS(=O)(=O)C2
    10 | 6 | -20 | 0 | -0.3 | -12 | -3 | -2 | -0.4
- Cc1ccc(C)c(OCCCCn2ccnc2)c1
    5 | 5 | -4 | 3 | -0.4 | -4 | 1 | -4 | 0.1
- COC(=O)c1c(C(=O)OC)c(-c2cccc(Cl)c2)n2c1CS(=O)(=O)C2
    -3 | 19 | 1 | 0 | -0.5 | 4 | 8 | -7 | 0.7
- Cc1cc(C)c(NC(=O)CS(=O)CC(=O)NCCN2CCCCCC2)c(C)c1 (stereo not drawn)
    -25 | -1 | 1 | 1 | 0.4 | -6 | 5 | -3 | 0.5
- C=C(C)C1Cc2c(C)nn(-c3nc(C)cc(C)n3)c2C1 (stereo not drawn)
    -9 | -4 | 8 | 1 | -0.5 | 5 | -5 | -6 | -0.5
- Cc1ccnc2nc(C(=O)OCCOc3cccc(Br)c3)nn12
    -2 | -7 | 6 | 1 | -0.1 | -4 | -4 | 7 | -0.1
- COc1ccc(C(=O)NC(=S)Nc2ccccc2[N+](=O)[O-])cc1OC
    -20 | 1 | x | 1 | 0.0 | -15 | 10 | -4 | 1.6
- CCc1cccc(CC)c1NC(=O)CSc1nc2ccc(N3C(=O)C4C5C=CC(C5)C4C3=O)cc2s1 (stereo not drawn)
    -14 | -5 | 12 | 11 | 0.0 | -15 | -1 | 0 | 0.2
- COc1cccc(CNC(=O)CSc2ccc(-c3ccccn3)nn2)c1
    -16 | -1 | 7 | -3 | 0.1 | -3 | 2 | -1 | -0.3
- CCN(CC)c1ccc([N+](=O)[O-])cc1C(=O)N1CCOCC1
    16 | x | 2 | 2 | 0.0 | x | -8 | 11 | x
- Cc1ccc(-c2noc(CCCC(=O)NC3CCCCC3)n2)cc1
    -8 | 6 | -16 | 10 | -0.9 | 5 | 11 | -1 | -0.1
- CC(C)NC(=O)CN1CCN(Cc2nc(C(c3ccccc3)c3ccccc3)no2)CC1
    3 | 1 | 8 | 9 | 2.7 | -13 | 0 | -2 | 1.6
- CCOC(=O)Cn1c(N)c(C(=O)OC)sc1=S
    -3 | 8 | 20 | -2 | -0.1 | -7 | -4 | 0 | 0.1
- CCCOC(=O)c1ccc(NC(=O)Cc2cccs2)cc1
    -11 | 12 | 10 | 7 | 0.3 | 2 | -1 | -3 | -0.5
- Cc1ccc(C(=O)NCC(=O)OC(C)C(=O)NC2CCCc3ccccc32)cc1 (stereo not drawn)
    -20 | 11 | -22 | 8 | 0.2 | -24 | 9 | -7 | -1.3
- Cc1ccc(C)c(N(C(=O)c2csnn2)C(C(=O)NC2CCCCC2)c2ccncc2)c1 (stereo not drawn)
    -12 | -8 | 7 | 3 | 1.2 | -26 | 5 | x | 9.1
- C=CCNC(=O)/C(C#N)=C/c1c(N2CCN(c3ccccc3)CC2)nc2c(C)cccn2c1=O
    2 | -9 | -5 | 2 | 0.2 | 6 | -19 | -7 | 11
- COc1cc(C(=O)NNC(=S)NC(=O)c2ccc3c(c2)OCO3)cc(OC)c1OC
    -27 | -1 | -11 | 6 | -1.1 | -8 | -8 | 1 | 1.9
- COc1cccc(NC(=O)CSc2nc3c([nH]c4ccccc43)c(=O)n2-c2ccccc2)c1
    -8 | -9 | 7 | 1 | -0.2 | x | -5 | 2 | 0.4
- Nc1n[nH]c(CO)n1
    10 | 5 | -1 | 2 | 0.7 | -14 | 18 | -3 | 0.3
- CC(=O)Nc1cc(C(=O)NCc2ccco2)ccc1Sc1ccc(F)cc1
    -8 | -13 | -7 | 1 | -1.0 | -1 | 0 | -4 | -1.5
- C1COCCNCCOCCOCCN1
    2 | -4 | -8 | 2 | 0.6 | 10 | 1 | 5 | 0.3
- CN(C)CCCNCCCNC(=O)c1ccccn1
    -2 | -5 | 3 | 2 | -0.1 | 19 | -10 | 0 | -1.4
- O=C(Nc1ccc(CSc2ccccc2)cc1)c1ccco1
    -12 | -4 | -7 | 5 | -0.6 | -8 | 2 | -5 | 0.3
- O=C(CSc1nc2[nH]ncc2c(=O)[nH]1)Nc1cccc(Cl)c1
    15 | 11 | -1 | 4 | 0.2 | 22 | -1 | -8 | 0.0
- CCOc1ccc(NC(=O)Cn2cc(C(=O)C3CC3)c3ccccc32)cc1
    -29&8 | 21&-3 | -11&-5 | 0&1 | -0.1&0.1 | -10 | -1&3 | 1&-5 | -0.6&0.3
- COc1ccc(-c2nnc(SCC#CCO)o2)cc1OC
    -20 | 0 | -3 | 1 | 0.2 | 7 | -1 | 2 | 0.1
- CCc1ccccc1N(CC(=O)NC1CCCC1)C(=O)CNC(=O)c1cccs1
    2 | 2 | 2 | 0 | 0.4 | -33 | 25 | -5 | -0.3
- O=C(CSc1cccc2cccc(Cl)c12)NCc1cccs1
    -1 | -9 | -22 | 0 | -0.8 | 3 | 1 | 1 | -1.1

# A section taken from the entries so far, for reference:
# Sequence of screens: RXFP1 antagonist | D2 PAM | D1 antag | D1 ag | TRHR agonist | D2 antagonist | TRHR enhancer | D1 potentiator | D2 agonist
- CN(C)CCCNCCCNC(=O)c1ccccn1
    -2 | -5 | 3 | 2 | -0.1 | 19 | -10 | 0 | -1.4
- O=C(Nc1ccc(CSc2ccccc2)cc1)c1ccco1
    -12 | -4 | -7 | 5 | -0.6 | -8 | 2 | -5 | 0.3
- O=C(CSc1nc2[nH]ncc2c(=O)[nH]1)Nc1cccc(Cl)c1
    15 | 11 | -1 | 4 | 0.2 | 22 | -1 | -8 | 0.0
- CCOc1ccc(NC(=O)Cn2cc(C(=O)C3CC3)c3ccccc32)cc1
    -29&8 | 21&-3 | -11&-5 | 0&1 | -0.1&0.1 | -10 | -1&3 | 1&-5 | -0.6&0.3
- COc1ccc(-c2nnc(SCC#CCO)o2)cc1OC
    -20 | 0 | -3 | 1 | 0.2 | 7 | -1 | 2 | 0.1
- CCc1ccccc1N(CC(=O)NC1CCCC1)C(=O)CNC(=O)c1cccs1
    2 | 2 | 2 | 0 | 0.4 | -33 | 25 | -5 | -0.3
- O=C(CSc1cccc2cccc(Cl)c12)NCc1cccs1
    -1 | -9 | -22 | 0 | -0.8 | 3 | 1 | 1 | -1.1

# The listing picks up; the 2 compounds before the break are reprinted first.
# Sequence of screens: RXFP1 antagonist | D2 PAM | D1 antag | D1 ag | TRHR agonist | D2 antagonist | TRHR enhancer | D1 potentiator | D2 agonist
- CCc1ccccc1N(CC(=O)NC1CCCC1)C(=O)CNC(=O)c1cccs1
    2 | 2 | 2 | 0 | 0.4 | -33 | 25 | -5 | -0.3
- O=C(CSc1cccc2cccc(Cl)c12)NCc1cccs1
    -1 | -9 | -22 | 0 | -0.8 | 3 | 1 | 1 | -1.1
- CCc1ccc(-n2c(=O)c3sc4ccccc4c3n(Cc3cccc(F)c3)c2=O)cc1
    x | -2 | 8 | 4 | 0.5 | x | -5 | 5 | 0.0
- CS(=O)(=O)N(CC(=O)Nc1cccc(Cl)c1)c1ccccc1Cl
    -10 | -5 | 14 | 1 | 0.2 | 3 | 3 | -1 | -0.4
- CC(=O)NC(=S)Nc1ccc(S(=O)(=O)Nc2ncccn2)cc1
    1 | -3 | 16 | 1 | 0.3 | -4 | 11 | -2 | 0.6
- C#CCN(C)Cc1ccccc1
    6 | 7 | 13 | 1 | -1.1 | 32* | -7 | -2 | -1.6
- Cc1ccc(-c2ccc(=O)n(CCC(=O)NCCc3ccccc3)n2)cc1
    x | -4 | -12 | -1 | -1.4 | x | -4 | 2 | x
- CCOc1ccc(NC(=O)CN(C)Cc2ccc3c(c2)OCO3)cc1S(=O)(=O)N1CCCC1
    1 | -22 | -35* | 0 | -0.7 | 58* | -13 | -6 | 0.1
- COc1ccc(NC(=O)COc2ccc(-c3ccccc3)cc2)cc1
    8 | 0 | 0 | 2 | 1.1 | 19 | 8 | -8 | 0.0
- COc1cccc(CNC(=O)Cn2cc([N+](=O)[O-])cn2)c1
    3 | -5 | 2 | 2 | -0.8 | 3 | 3 | -3 | -0.2
- Cc1ccc(/C=C2/Sc3ccc(C(=O)NCc4ccccn4)cc3NC2=O)cc1
    4 | 7 | 2 | 2 | 0.5 | -8 | 5 | 4 | 1.3
- CCN(Cc1nc2ccccc2c(=O)[nH]1)C(=O)c1cc(C2CC2)nn1-c1ccccc1
    -3 | -1 | -18 | 0 | -0.9 | 12 | 6 | 4 | -0.3
- O=c1c2ccccc2nc2oc3ccccc3n12
    10 | 2 | 2 | 2 | 0.2 | 9 | 1 | -11 | 0.0
- O=C(CSc1ccc2ccccc2c1)Nc1ccc(S(=O)(=O)Nc2nccs2)cc1
    -14 | 6 | 4 | 0 | 0.8 | -9 | 1 | 3 | 0.7
- CNC(=O)C1CC(=O)N(c2ccc(OCC(=O)N3CCCC3)cc2)C1 (stereo not drawn)
    -29 | 9 | 12 | 5 | -1.9 | -3 | 2 | x | 0.0
- COc1cc(N)c(Cl)cc1C(=O)OCC(=O)c1ccc2c(c1)NC(=O)CO2
    2 | -4 | -14 | 11 | -0.2 | 2 | 20 | -3 | 0.1
- NC(=S)N/N=C/c1cccc(/C=N/NC(N)=S)c1
    -23 | 13 | 5 | 2 | -0.1 | 0 | 2 | -2 | 0.3
- CCOc1ccc(C(=O)NNC(=O)CCNC(=O)c2ccc(Br)cc2)cc1OC
    -6 | 22 | 0 | 1 | 0.3 | 5 | 18 | 2 | -0.3
- CC(C)c1ccc(CN(C(=O)/C=C/c2ccco2)C2CCS(=O)(=O)C2)cc1 (stereo not drawn)
    12 | 7 | -1 | 2 | -0.4 | 15 | -11 | -1 | -0.1
- CC(C)N(Cc1ccccc1)C(=O)COC(=O)c1ccc(O)cc1
    -6 | -9 | 7 | 3 | 0.3 | -6 | -3 | -3 | 0.0
- CCOC(=O)c1ccccc1NC(=O)COC(=O)CC1CCCCC1
    -39 | 7 | -15 | 6 | 0.3 | -13 | -3 | 3 | -0.2
- COc1ccc(NC(=S)N2CCN(CCN=CC3=C(O)CC(c4ccccc4)CC3=O)CC2)cc1 (stereo not drawn)
    -3 | 8 | -5 | -1 | -0.4 | 3 | 0 | -1 | 0.3
- C=C(C)CSc1nc2sc3c(c2c(=O)n1C1CCCCC1)CCN(C)C3
    23 | 13 | 16 | 1 | 1.0 | 1 | 3 | 11 | 0.7
- COc1ccc(CCNC(=O)CCn2c(=O)c3cccn3c3cccnc32)cc1OC
    26&5 | 0&-8 | -29&-5 | 2&0 | -0.1&0.5 | -7 | -5&-22 | -5&-5 | 0.2&1.0
